# OPRM1-OPRD1 inv: mu-delta opioid heterodimer inverse agonism; cell-based MOR-DOR heterodimer luminescence; 340,000 compounds, 0.21% hits; inhibition, % at 9.3 µM; P35372+P41143; in the data active = inhibition above about 22%, passing the limit was not always enough;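 also: 0% = cells with DMSO and 100% = wells without cells with DMSO; values of inactives mirror those of a sister screen read the other way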
# Target sequence (P35372 whole entry, looked up): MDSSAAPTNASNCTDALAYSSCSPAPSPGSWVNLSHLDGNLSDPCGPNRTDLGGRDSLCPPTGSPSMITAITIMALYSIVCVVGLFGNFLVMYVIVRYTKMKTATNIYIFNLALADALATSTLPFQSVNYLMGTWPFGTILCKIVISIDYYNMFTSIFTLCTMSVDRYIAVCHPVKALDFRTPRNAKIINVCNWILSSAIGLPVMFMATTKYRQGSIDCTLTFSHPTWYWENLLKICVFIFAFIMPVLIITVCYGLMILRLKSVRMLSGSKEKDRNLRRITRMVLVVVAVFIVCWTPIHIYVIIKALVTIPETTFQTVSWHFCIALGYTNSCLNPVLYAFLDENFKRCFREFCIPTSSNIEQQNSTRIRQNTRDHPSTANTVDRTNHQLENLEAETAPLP
# Target sequence (P41143 whole entry, looked up): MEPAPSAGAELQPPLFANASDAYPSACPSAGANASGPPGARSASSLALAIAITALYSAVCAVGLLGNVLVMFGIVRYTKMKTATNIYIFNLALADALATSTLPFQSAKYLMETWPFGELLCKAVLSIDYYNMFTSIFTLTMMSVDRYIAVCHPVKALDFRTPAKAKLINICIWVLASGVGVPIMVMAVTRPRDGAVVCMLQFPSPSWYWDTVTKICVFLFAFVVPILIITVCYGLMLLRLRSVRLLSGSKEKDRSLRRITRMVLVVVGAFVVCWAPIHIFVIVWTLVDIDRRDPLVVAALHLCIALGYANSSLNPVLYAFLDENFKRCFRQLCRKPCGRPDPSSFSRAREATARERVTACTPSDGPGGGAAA
# OPRM1-OPRD1 ag: OPRM1-OPRD1 heterodimerization agonism | cells, luminescence | 340,000 compounds, 0.3% hits | P35372+P41143 | activation, % at 9.3 µM | AID 504326; in the data active = activation above about 18%;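 also: 0% = vehicle-treated cells and 100% = reference agonist; values of inactives mirror those of a sister screen read the other way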
# HTR5A ag ctr: counter-screen for OPRM1-OPRD1 agonists: human HTR5A agonism; activation, % at 9.3 µM; HTR5A agonist assay, luminescence, cell-based; 340,000 compounds, 0.61% hits; in the data active = activation mostly above about 9.5%, no sharp cut-off; inactive = mostly below about 7.6%;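 also: 0% = cells with vehicle only and 100% = reference agonist; strong numbers were not always called active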
# Arrestin-AP2 inh: blocks beta-arrestin peptide binding to AP2 adaptin. 340,000 compounds, 0.31% hits. inhibition, % at 10 µM. AID 504490. FITC-arrestin peptide / GST-AP2 beads, flow cytometry; AP2 beta2 appendage carries R879A mutation;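 active = inhibition above a set limit, near 3 SD of compounds lacking own fluorescence, cut at about 54% in these data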;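 also: plate controls were DMSO wells for no effect and 5 µM unlabelled arrestin peptide for full effect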
#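 Assay system: GST-AP2 R879A bound to glutathione beads, E. coli-expressed; Medium: PBS with 0.05% Tween 20 and 0.1% BSA; Also added: fluorescein-tagged arrestin peptide at 50 nM final; Timing: 12 min plus 1 h, RT; Measured by: flow cytometry, FL1 (488/535 nm); Evaluation: percent drop in bead-associated FITC signal.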
# DSG3 Ab inh: human desmoglein-3 autoantibody binding inhibition; P32926; DSG3-coupled beads, scFv-anti-DSG3-GFP binding, flow cytometry; hits give low values; binding (percent of control), % at 10 µM; 310,000 compounds, 0.48% hits; AID 588358;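 active = binding more than 3 SD below its plate's average and above zero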;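 also: hits lower antibody fragment binding to DSG3; some compounds called inactive have numbers as strong as hits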
# PKA-R2B act: PKA-R2B complex activation; 340,000 compounds, 0.079% hits; activation, % at 11.4 µM; AID 504700; P22694+P31323; PKA-R2B holoenzyme dissociation, Cy5-IP20 fluorescence polarization; R2B truncated from residue 108, S112A mutant; 0% DMSO only, 100% 113 µM cGMP;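 active = activation above a cutoff set at the mean over all compounds plus 3 SD, cut at about 18% in these data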;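 also: higher means more holoenzyme dissociation and a rise in polarization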
# HTR5A inv ctr: counter-screen for OPRM1-OPRD1 inverse agonists: human HTR5A inverse agonism; P47898; HTR5A cell line, luminescence; inhibition, % at 9.3 µM; 340,000 compounds, 0.083% hits; in the data active = inhibition mostly above about 23%, no sharp cut-off; inactive = mostly below about 18%;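 also: 0% = cells with DMSO and 100% = no-cell wells with DMSO; some compounds called inactive have numbers as strong as hits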
# V-ATPase pHluor: yeast V-ATPase proton transport regulation by pHLuorin; S. cerevisiae, pHLuorin cytosolic pH fluorescence; response, % at 10 µM; 350,000 compounds, 0.37% hits; AID 504577; in the data active = response mostly above about 7.3%, no sharp cut-off; inactive = mostly below about 5.4%; also: actives read high; inactives centre near 0; some compounds called inactive have numbers as strong as hits; reference of the scale not given here
# DAGLB inhibitor: blocks human DAGLB lipase activity | Q8NCG7 | inhibition, % at 5.17 µM | HEK293T DAGLB membrane lysate, EnzChek fluorogenic substrate | 340,000 compounds, 0.059% hits; in the data active = inhibition above about 34%;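 also: 0% = enzyme with vehicle and 100% = wells lacking enzyme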
# PKA-R1A act: activates the PKA-R1A holoenzyme complex | activation, % at 11.4 µM | 340,000 compounds, 0.083% hits | AID 504707 | P00514+P68181 | PKA-R1A dissociation, Cy5-IP20 fluorescence polarization; scaled: DMSO 0%, 113 µM cGMP 100%;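 active = percent activation above the mean of all tested compounds plus 3 SD, cut at about 19% in these data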;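 also: higher means more PKAc released from R1A so a rise in polarization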
# * marks the source's active call; other numbers are inactive results; . = no result given.
SMILES,OPRM1-OPRD1 inv,OPRM1-OPRD1 ag,HTR5A ag ctr,Arrestin-AP2 inh,DSG3 Ab inh,PKA-R2B act,HTR5A inv ctr,V-ATPase pHluor,DAGLB inhibitor,PKA-R1A act
COc1ccc(OC)c(S(=O)(=O)N2CCCC(N3CCN(c4ccccc4)CC3)C2)c1 (configuration not stated),-14,2.5,-1,-10,93,-3,6,-2,-6,3
CC1(C(=O)O)CCC(C(=O)N2CCCCC2)C1(C)C (configuration not stated),-1,0.2,1,11,.,1,-3,0,1,0
CC(=O)Nc1ccc(C(=O)COC(=O)C2CCCCC2)c(F)c1,1,-0.3,-4,-4,101,-14,6,-5,-3,3
Cc1cccc(Nc2ncc3c(n2)CC(c2ccco2)CC3=O)c1 (configuration not stated),-50,12,8,-2,.,2,8,-3,-11,7
CCN(CC)C(=O)C1=C(C)N(CCC2=CCCCC2)C(=O)C(CC(=O)NCc2ccco2)C1 (configuration not stated),.,.,.,.,107,-12,.,-1,-1,-2
COc1ccc(CCN2CC(C(=O)NCC(c3ccccc3)N(C)C)CC2=O)cc1OC (configuration not stated),0,-0.1,-1,0,126,9,3,-4,-2,-1
CCOC1(OCC)N=C(N)C2(C#N)C(c3cccc(OC)c3OC)C12C#N (configuration not stated),12,-2.2,1,4,106,-8,-5,2,0,-3
Cn1c(CNC(=O)C2CCCCC2)cc2cc(Cl)ccc21,-20,4.1,9,2,116,0,-32,-2,0,1
Nc1c(NC(=O)CC[n+]2ccccc2)cccc1[N+](=O)[O-],9,-1.6,1,-4,96,-2,-1,2,-3,3
Cc1cccc(OCC(=O)NNC(=O)CCc2ccccc2)c1,-8,1.1,0,-7,102,-7,-1,-1,-1,-4
CN(CC(=O)Nc1ccccc1Br)C(=O)CCc1nc2ccccc2c(=O)[nH]1,-5,1.0,4,16,96,-10,-14,-1,1,-7
COc1cc(-c2nc3cccc(C)n3c2NCC2CCCO2)ccc1O (configuration not stated),-3,0.7,0,4,.,-3,27,5,0,3
CC1(C)COC2(OC1)C(=O)Nc1ccccc12,16,-3.1,1,0,108,3,5,-3,-2,-1
O=C(CSc1nncc2ccccc12)Nc1ccc(C(=O)O)cc1,12,-2.4,2,42,100,-4,0,2,-3,0
Cn1nnnc1SCC(=O)Nc1ccccc1[N+](=O)[O-],7,-1.5,1,11,.,5,-4,-3,-1,-9
CCCCn1c(N)c(N(CC(C)C)C(=O)CCNC(=O)c2ccccc2Cl)c(=O)[nH]c1=O,4,-0.6,0,-4,99,-8,-1,6,3,5
CC(=O)N[C@@H](CC(=O)O)C(=O)O,-8,1.4,-1,-5,.,2,2,-31,4,1
O=C(COC(=O)c1cccc(NS(=O)(=O)c2ccc(F)c(F)c2)c1)NC(=O)NC1CCCCC1,-32,7.1,9,-2,100,-8,-19,-3,7,-9
CCN(CC(=O)Nc1ccccc1C(F)(F)F)C(=O)CN1C(=O)NC(C)(c2ccccc2)C1=O (configuration not stated),9,-1.4,-2,-11,89,-5,3,1,1,2
COC(=O)c1sc(S(=O)(=O)NCc2cccs2)c(C(=O)OC)c1C,-3,0.6,-3,-9,85,13,-7,-6,0,-7

# Record cards (already shown):
# Record of COC(=O)c1sc(S(=O)(=O)NCc2cccs2)c(C(=O)OC)c1C → OPRM1-OPRD1 inv: -3; OPRM1-OPRD1 ag: 0.6; HTR5A ag ctr: -3; Arrestin-AP2 inh: -9; DSG3 Ab inh: 85; PKA-R2B act: 13; HTR5A inv ctr: -7; V-ATPase pHluor: -6; DAGLB inhibitor: 0; PKA-R1A act: -7
# Record of CC1(C)COC2(OC1)C(=O)Nc1ccccc12 → OPRM1-OPRD1 inv: 16; OPRM1-OPRD1 ag: -3.1; HTR5A ag ctr: 1; Arrestin-AP2 inh: 0; DSG3 Ab inh: 108; PKA-R2B act: 3; HTR5A inv ctr: 5; V-ATPase pHluor: -3; DAGLB inhibitor: -2; PKA-R1A act: -1

# Taken from above:
# Under OPRM1-OPRD1 inv, CN(CC(=O)Nc1ccccc1Br)C(=O)CCc1nc2ccccc2c(=O)[nH]1 is listed with -5
# Under V-ATPase pHluor, COC(=O)c1sc(S(=O)(=O)NCc2cccs2)c(C(=O)OC)c1C is listed with -6
# Under V-ATPase pHluor, Cn1nnnc1SCC(=O)Nc1ccccc1[N+](=O)[O-] is listed with -3
# Under PKA-R2B act, CC1(C)COC2(OC1)C(=O)Nc1ccccc12 is listed with 3

# Next part:
SMILES,OPRM1-OPRD1 inv,OPRM1-OPRD1 ag,HTR5A ag ctr,Arrestin-AP2 inh,DSG3 Ab inh,PKA-R2B act,HTR5A inv ctr,V-ATPase pHluor,DAGLB inhibitor,PKA-R1A act
O=C(O)CSc1nnc(Cn2cnc3ccccc32)n1CCc1ccccc1,13,-2.3,2,-15,101,-6,-20,0,0,-2
Cc1ccc(N(CC(=O)N2CCN(Cc3ccccc3)CC2)S(C)(=O)=O)cc1C,14,-2.9,1,12,104,-12,-3,-1,2,6
Cc1c(Cl)cccc1NC(=S)NCc1ccc2c(c1)OCO2,-6,1.1,3,-4,.,-12,-10,-1,4,1
CCOC(=O)CCC(=O)N1CCOCCOCCN(C(=O)CCC(=O)OCC)CCOCC1,17,-3.2,-3,-2,100,-3,-15,-3,-2,2
CCN(CC)c1ccc(C=Nc2ccc(N(C)C)cc2)c(O)c1,-48,7.9,11,13,142,-109,-28,-4,8,-108
CC1(C)Cc2c(ccc3ccccc23)C(NNC(=O)c2cccnc2)=N1,10,-2.4,-1,16,.,4,-8,2,0,14
COc1cc2cc(CCCOC(=O)c3cccc(Br)c3)oc(=O)c2cc1OC,2,-0.3,6,32,96,-8,-14,0,-11,-3
O=C(NNC1=NS(=O)(=O)c2ccccc21)c1cccc([N+](=O)[O-])c1,-3,0.6,6,9,110,0,7,-3,1,2
O=S1(=O)C[C@@H](N2CCN(c3ccccn3)CC2)[C@H](COCc2ccccc2)N1,.,.,.,.,.,-13,.,-1,-2,-11
COc1cccc(CN2C(=NC(=O)C3CC3)SC3CS(=O)(=O)CC32)c1 (configuration not stated),16,-3.2,3,42,107,4,-23,-1,1,2

# Given with two lines to a compound: part of the list above.
# Each structure is followed by: OPRM1-OPRD1 inv	OPRM1-OPRD1 ag	HTR5A ag ctr	Arrestin-AP2 inh	DSG3 Ab inh	PKA-R2B act	HTR5A inv ctr	V-ATPase pHluor	DAGLB inhibitor	PKA-R1A act
Cc1ccc(N(CC(=O)N2CCN(Cc3ccccc3)CC2)S(C)(=O)=O)cc1C
  14	-2.9	1	12	104	-12	-3	-1	2	6
Cc1c(Cl)cccc1NC(=S)NCc1ccc2c(c1)OCO2
  -6	1.1	3	-4	.	-12	-10	-1	4	1

# (cont.)
SMILES,OPRM1-OPRD1 inv,OPRM1-OPRD1 ag,HTR5A ag ctr,Arrestin-AP2 inh,DSG3 Ab inh,PKA-R2B act,HTR5A inv ctr,V-ATPase pHluor,DAGLB inhibitor,PKA-R1A act
O=C(N/N=C/C1CCCCC1)c1cc(Cl)ccc1O,13,-3.0,-5,-1,143,2,12,5,4,-7
CN(C)CCOc1cc(Cl)cc(Cl)c1,13,-1.7,7,3,97,-6,25,-1,-1,-5
CCn1ccc(C(=O)Nc2ccc3c(c2)CCC3)n1,5,-1.2,6,1,111,7,-15,1,1,-7
CN(C)S(=O)(=O)c1ccc(Cl)c(NC(=O)COC(=O)CN2C(=O)NC(C)(C)C2=O)c1,12,-2.3,-1,30,96,-1,-1,-4,-2,-4
C[C@@H]1Cn2cnc(C(=O)Nc3ccccc3)c2C(=O)N1,.,.,.,.,96,8,.,-2,0,-9
CC1=CCC(C(=O)O)C(C(=O)O)C1 (configuration not stated),10,-1.8,-9,22,100,4,22,0,2,-2
COCc1cc(C)nc2sc(C(=O)Nc3ccccc3F)c(N)c12,12,-2.5,0,-3,108,-12,-2,0,-1,7
Cc1cc(C)nc(/N=C(\N)N2CCc3ccccc32)n1,3,-0.7,3,-3,.,3,24,-1,-4,7
CCC(C)NC(=O)c1cc2cc3ccc(OC)cc3nc2o1 (configuration not stated),11,-2.4,3,-18,127,-1,-10,0,-1,-2
COc1cc(C2NC(=O)NC(C)=C2C(=O)NCc2ccccc2)c(Cl)cc1O (configuration not stated),5,-0.9,-3,-4,85,6,6,1,-1,3
COc1ccc(CCNC(=O)CCn2cccc2)cc1OC,10,-1.7,-5,-3,103,8,10,1,0,-12
Cc1cccc(C(=O)OCC(=O)NNC(=O)c2cccs2)c1O,5,-1.0,-7,33,102,-3,0,2,3,-6
O=c1ccnc(SCCc2ccccc2)[nH]1,11,-2.1,0,5,96,9,-38,-1,-1,-3
Cc1c(C(=O)N2CCCC2)oc2ccc(Br)cc12,-6,0.9,4,1,98,3,-13,7,-2,2
CCOCCn1c(CN2CCN(c3cccc(Cl)c3)CC2)nc2c1c(=O)n(C)c(=O)n2C,0,0.0,4,6,108,2,-15,0,2,-5
CC(C)(C)C(=O)COC(=O)C1CC(=O)N(c2ccccc2)C1 (configuration not stated),3,-0.5,4,12,91,5,-12,-2,0,-7
COc1ccc(-c2cn3c(C)c(C(=O)Nc4cccc(C)n4)sc3n2)cc1,7,-1.2,3,34,102,-6,2,-2,0,-13
COc1ccc(CNC(=O)COC(=O)c2c[nH]c(=O)[nH]c2=O)cc1OC,9,-1.7,0,11,105,-6,0,2,2,-5
COc1ccc(S(=O)(=O)NCc2ccncc2)cc1NC(=O)c1ccccc1C,0,-0.1,0,29,99,3,0,-3,2,0
COCCNc1nnc(SCC(=O)Nc2nnc(-c3ccccc3)o2)s1,16,-2.5,0,-5,102,1,-1,0,-2,1
Cn1c(SCCN2CCCC2)nnc1C1CCN(S(=O)(=O)c2ccc(F)cc2)CC1,8,-1.5,3,-5,121,2,-7,0,2,-7
N#Cc1c(-c2ccccc2)nc(SCC(=O)Nc2ccc(OC(F)(F)Cl)cc2)[nH]c1=O,3,-0.7,-4,-4,121,-10,16,-3,8,9
CCOc1cc(/C=N/NC(=O)c2ccc(=O)n(C)c2)ccc1O,10,-1.9,-2,-11,104,6,6,0,-1,-12
CCCCc1nc(SCc2ccc([N+](=O)[O-])cc2)n[nH]1,4,-0.7,-5,6,109,-4,16,2,-3,2
O=C(NCC1CCCO1)c1cccc(Oc2c(Cl)cccc2[N+](=O)[O-])c1 (configuration not stated),7,-1.4,2,24,111,-14,-30,1,-3,-12
NS(=O)(=O)c1ccc2nc(NC(=O)CS(=O)(=O)c3ccccc3)sc2c1,4,-0.8,-4,36,93,3,-15,1,0,-7
Cc1cc(Br)ccc1OCC(=O)NC1CCCC1,-12,2.1,4,-3,120,-4,-15,2,-1,2

# Screening results as filed in PubChem.
